Cav32 inh: blocks human Cav3.2 T-type calcium channel; O95180; Cav3.2-expressing cells, Fluo-4 calcium fluorescence FDSS; stronger effect = lower value; B-score at 10 µM; 100,000 compounds, 4% hits; AID 449739;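 active = single-dose well whose peak fluorescence ratio is a statistical outlier from its plate by either plate-standardised score or position-corrected B-score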
The depositor's hits bear a star.

SMILES	Cav32 inh
O=C(Nc1cccc(O)c1)c1ccc(Br)cc1	-0.012
N#Cc1c(C(F)(F)F)cc(-c2cccs2)nc1SCc1ccc(Cl)nc1	-2
COc1cc(OC)cc(-c2nnc(SCC(=O)N3CCCCC3)o2)c1	-0.62
COc1nc(C)ccc1-c1noc(-c2ccccn2)n1	-0.94
CC1Cc2ccccc2N1c1ncnc2nc[nH]c12 (stereo unspecified)	-0.54
CC(C)NS(=O)(=O)c1ccc(CCC(=O)NCc2cccnc2)cc1	-1.9
CCOC(=O)c1[nH]c(C)c(C(=O)Nc2ccc(F)cc2)c1C	-0.35
COc1ccc(CC(=O)Nc2nc3ccccc3s2)cc1S(=O)(=O)N1CCOCC1	-2.3
COc1ccc(N(CC(=O)Nc2ccc(C)cn2)S(=O)(=O)c2c(C)nn(C)c2C)cc1	-0.2
COc1ccc(C(=O)/C=C(\C)NCc2ccc3c(c2)OCO3)cc1	-2.3
O=C(CCCCCn1c(=O)[nH]c2ccsc2c1=O)NCc1ccc(F)cc1	0.65
COc1ccc(C2C(C#N)=C(N)N(c3ccccc3)C3=C2C(=O)CCC3)cc1Cn1cc([N+](=O)[O-])cn1 (stereo unspecified)	-0.04
C=CCN1C(=O)CSc2ccc(C(=O)NCc3ccco3)cc21	-0.025
CCOCCCNC(=O)C(NC(=O)c1ccc(=O)[nH]c1)c1ccc(C)cc1 (stereo unspecified)	1.2
CCN1CCN(CC(O)COC(C)C)CC1 (stereo unspecified)	-0.61
O=C1CCN(S(=O)(=O)c2ccccc2)CCN1CCOCc1ccccc1	-3
COc1ccc(CNc2nc3c(c(=O)n(Cc4ccc(Cl)cc4)c(=O)n3C)n2C)cc1	-7.5*
CCOc1ccccc1C(C(=O)NC1CCCC1)N(Cc1ccco1)C(=O)CNC(=O)c1ccco1 (stereo unspecified)	-0.078
CCc1ccc(/C=N/NC(=O)c2cc(C3CC3)nc3ccc(Br)cc23)s1	-5.2*
COC(=O)NCC(c1cccnc1)N1CCOCC1 (stereo unspecified)	1.5
NC(=O)c1sc2nc(N3CCOCC3)c3c(c2c1N)CCCC3	3
O=c1[nH]c2cccnc2n1Cc1ccco1	0.14
CCn1c(-c2ccccc2Cl)nn(CC(=O)Nc2cc(Cl)ccc2Cl)c1=S	-4.8*
CCOC(=O)c1cc(NC(=O)c2ccc(C)cc2)c(=O)oc1-c1ccccc1	0.13

Exported with bars between the fields: part of the list above.
molecule | Cav32 inh
O=c1[nH]c2cccnc2n1Cc1ccco1 | 0.14
CCOCCCNC(=O)C(NC(=O)c1ccc(=O)[nH]c1)c1ccc(C)cc1 (stereo unspecified) | 1.2
CCN1CCN(CC(O)COC(C)C)CC1 (stereo unspecified) | -0.61
NC(=O)c1sc2nc(N3CCOCC3)c3c(c2c1N)CCCC3 | 3
CCc1ccc(/C=N/NC(=O)c2cc(C3CC3)nc3ccc(Br)cc23)s1 | -5.2*
C=CCN1C(=O)CSc2ccc(C(=O)NCc3ccco3)cc21 | -0.025
CCOc1ccccc1C(C(=O)NC1CCCC1)N(Cc1ccco1)C(=O)CNC(=O)c1ccco1 (stereo unspecified) | -0.078

Next section
SMILES	Cav32 inh
CCC(C(=O)Nc1cccc(C(F)(F)F)c1)c1ccccc1 (stereo unspecified)	-6.8*
CC1CN(C(=O)CSc2nnc3c(Cl)cc(Cl)cn23)CC(C)O1 (stereo unspecified)	0.067
Cc1cc(C(=O)CSc2nn3c(=O)c(C(C)(C)C)nnc3s2)c(C)n1-c1ccc(F)cc1	-2.1
C=C(C)c1cccc(C(C)(C)NC(=O)N2CCCC2)c1	0.71
Cc1ccc(S(=O)(=O)N(CC(O)CN2CCCCC2)c2ccccc2)cc1 (stereo unspecified)	0.63
CC(C)(C)NC(=O)C1CC(=O)OC1(C)C (stereo unspecified)	0.26
CCOC(=O)c1oc2ccccc2c1NC(=O)c1ccccc1OC	-4.7*
Cc1cccc(NC(=O)CSc2nnc(C)n2Cc2ccccc2)c1	-0.49
CCOCCSc1nnc2nc(C)cc(C)n12	0.0011
CCOc1ccc(NC(=O)Nc2ccc3c(c2)nnn3C)cc1	1
CCOC(=O)c1c(C)[nH]c(C(C)=O)c1C	0.5
CC(C)(C)OC(=O)N1CCC(NC(=O)c2[nH]cnc2C(=O)N[C@@H](Cc2ccccc2)C(=O)OCc2ccccc2)CC1	0.54

Four compounds drawn at random from those above:
SMILES	Cav32 inh
COC(=O)NCC(c1cccnc1)N1CCOCC1 (stereo unspecified)	1.5
COc1ccc(CNc2nc3c(c(=O)n(Cc4ccc(Cl)cc4)c(=O)n3C)n2C)cc1	-7.5*
COc1ccc(C(=O)/C=C(\C)NCc2ccc3c(c2)OCO3)cc1	-2.3
CCOC(=O)c1c(C)[nH]c(C(C)=O)c1C	0.5

Further records follow.
SMILES	Cav32 inh
O=C(OCCCCN1C(=O)c2ccccc2C1=O)c1ccc(S(=O)(=O)N2CCCC2)cc1	-0.24
COC(=O)c1ccc(Sc2ccc(F)cc2)c(N)c1	-2.9
CCOc1cc(S(=O)(=O)N(CC)CC)c(OCC)cc1-n1cnnn1	-1.8
Cc1cccc(N/C=C/C(=C(C#N)C#N)N(C)C)c1	0.29
O=C(NCC1CCCO1)c1ccc(CS(=O)(=O)c2ccc(Br)cc2)o1 (stereo unspecified)	-1.4
CCC(=O)NC(=S)Nc1cccc(NC(=O)CC)c1	-1.3
CCOc1ccc2[nH]c(C)c(CN(C)C)c(=O)c2c1	-0.98
NC(=O)C1(N2CCCCC2)CCN(C(=O)CSc2nc3ccccc3[nH]2)CC1	-0.5
Cc1ccc(N2C(=O)C3ON(c4ccccc4)C(c4ccncc4)C3C2=O)c(C)c1 (stereo unspecified)	-0.99
COc1cc(OC)c2c(-c3ccccc3)cc(=O)oc2c1C(CCN1CCN(c2ccccc2)CC1)c1ccc(N(C)C)cc1 (stereo unspecified)	0.23
CCn1c(SCCC(=O)Nc2ccccc2)nnc1-c1ccc(OC)cc1	1.1
CC(=O)N1CCc2cc(S(=O)(=O)NCCC(=O)Nc3cccc(C)c3C)ccc21	0.63
C=C1c2cc(OC)ccc2NC(=O)N1CC	-0.99
Fc1ccc(OCCCCCN2CCCC2)cc1	-0.065
CN(C)S(=O)(=O)N1CCN(S(=O)(=O)c2ccc3ccccc3c2)CC1	1.3
Cn1ccnc1SCC(=O)Nc1ccc(Oc2ccccc2)cc1	0.56
C=CCn1c(COc2ccccc2)nnc1SCc1ccc(C#N)cc1	-0.0007
Cc1ccc(C)c(CN2CCNC2=O)c1	1.4
O=S(=O)(NCC1CC1)c1cccc(S(=O)(=O)N2CCCC2)c1	-1.2
CCOC(=O)c1ccccc1NC(=O)Cn1cnc2c(cnn2C(C)(C)C)c1=O	-0.26
Cc1cc(NC(=O)CSc2nc3c(c(=O)n(C)c(=O)n3C)n2C(C)C)no1	0.12
CS(=O)(=O)c1ccc2nc(NC(=O)c3cc4ccccc4o3)sc2c1	0.8
CC(N)C12CC3CC(C1)CC(C(C)N)(C3)C2 (stereo unspecified)	0.64
COc1ccc(NC(=O)CSc2nc(N)c(-c3ccccc3)c(=O)[nH]2)cc1	0.021
Cc1ccc(-c2nnc(Nc3ccccc3)c3ccccc23)cc1S(=O)(=O)NCC1CCCO1 (stereo unspecified)	-4
CCCOC(=O)C1=C(C)NC2=C(C(=O)CCC2)C1c1cccc(OC)c1OC (stereo unspecified)	-0.48
Cc1ccnc(NS(=O)(=O)c2ccc(NS(=O)(=O)Cc3ccccc3)cc2)n1	0.63
CCc1ccc(NC2=CC(=O)CC(c3ccco3)C2)cc1 (stereo unspecified)	-0.4
COc1ccc(C(=O)c2cn[nH]c2-c2cc(Cl)ccc2O)cc1	-0.55
COc1ccccc1Nc1nc(N)nc(-c2cc3ccccc3o2)n1	-0.081
O=C(Nc1cccc(Cl)c1)Nc1ccccc1C(=O)NCc1ccco1	-0.31
Cc1ccc(OCc2nnc(SCC(=O)Nc3cccc4ccccc34)n2-c2ccccc2)cc1	-3.7
CCOC(=O)CN(C(=O)CSc1nnc(Cc2ccccc2)n1-c1ccc(C)cc1)c1ccccc1	-8.4*
Cc1ccc2nc(C(O)C(O)c3nc4ccc(C)cc4[nH]3)[nH]c2c1 (stereo unspecified)	-0.53
O=C(O)C1=C[C@H](c2ccc(C(F)(F)F)cc2)C[C@H](OCc2ccc(CO)cc2)O1	-1.4
CN(CC(=O)NC1CCCCCCC1)S(=O)(=O)c1cccc2cccnc12	-0.32
O=C(Nc1cccc(-c2nc3ncccc3o2)c1)c1cc2ccccc2o1	-1.5
CC1Cc2ccccc2N1C(=O)Cn1c(=O)oc2cc(S(=O)(=O)NC3CCCC3)ccc21 (stereo unspecified)	-8.9*
CCOc1cc(S(=O)(=O)N2CCN(c3ccc(F)cc3)CC2)c(OCC)cc1-n1cnnn1	-0.47
CC(Sc1nnc(Cn2c(=O)sc3ccccc32)n1C)c1ccccc1 (stereo unspecified)	-0.56
Cc1ccc(C(C(=O)NC2CCCC2)N(C(=O)Cc2cccs2)c2ccc3c(c2)OCCO3)cc1 (stereo unspecified)	-0.72
O=C(CN1C(=O)c2cccc3cccc(c23)C1=O)N1CCN(Cc2ccc3c(c2)OCO3)CC1	0.14
COc1ccc(-n2c(SCCC(=O)O)nnc2-c2ccncc2)cc1	0.5
CCOc1ccc(N2C(=O)CC(n3nc(C)cc3C)C2=O)cc1 (stereo unspecified)	-0.1
CC1=C(C)CC(C(=O)NCCc2ccccc2)C(C(=O)O)C1 (stereo unspecified)	0.66
C=CCC(NC(C)c1ccccc1)c1ccco1 (stereo unspecified)	-1.8
CCCN(CCC)CCNC(=O)C1CC(=O)N(c2ccc(OC)cc2)C1c1ccc(OC)cc1 (stereo unspecified)	0.17
Brc1ccc(-c2nnc3n2-c2ccccc2CC3)cc1	-0.25
CCCCCn1c(=O)c(C(=O)c2ccccc2)nc2ccccc21	-2.2
Cc1cccc(OCC(=O)Nc2ccc(N3CCCC3)cc2)c1C	-0.28
CCn1c(-c2ccsc2)nc2c1c(=O)[nH]c(=O)n2Cc1ccccc1	0.0035
CC(=O)Nc1ccc(N2C(=O)CSC2c2ccc(F)cc2)cc1 (stereo unspecified)	-0.6
COc1ccc(-c2nn3c(-c4ccccc4)nnc3s2)cc1OC	0.69
Cc1ccc2c(c1)c(-c1ccccc1)nc1nncn12	2.4
CC(=O)Nc1nonc1-c1nc2ccccc2n1Cc1ccccc1	-1.1
COc1ccccc1NC(=O)CN1CCN(CC(=O)Nc2cc(NC(C)=O)ccc2OC)CC1	1.7
CC(C)(C)Nc1nc(N2CCCC2)nc(N2CCCC2)n1	-3.1
COc1ccc(C)cc1-n1nnnc1SCC(=O)c1cc(C)n(Cc2ccco2)c1C	-5
CCN(CC)CC(O)COc1ccccc1C(=O)CCc1ccccc1 (stereo unspecified)	0.53
CCCNC(=O)C1CCN(S(=O)(=O)c2ccc(-c3nn[nH]n3)cc2)CC1	0.016

A different layout for part of the listing above.
| Molecule | Cav32 inh |
| --- | --- |
| CCCCCn1c(=O)c(C(=O)c2ccccc2)nc2ccccc21 | -2.2 |
| Cc1cccc(OCC(=O)Nc2ccc(N3CCCC3)cc2)c1C | -0.28 |

The list continues:
SMILES	Cav32 inh
CCN(CC)C(=O)CSc1nnc(-c2ccco2)n1Cc1ccco1	0.049
CCOc1ccc(CNC(=O)C2CCN(S(=O)(=O)CC)CC2)cc1OC	0.39
CCNS(=O)(=O)c1ccc(OCCNS(C)(=O)=O)cc1	0.54
CCCc1cc(=O)[nH]c(Nc2cc(OC)ccc2OC)n1	0.077
CC(C)c1nc(SCC(=O)c2ccccc2)c2c(=O)n(C)c(=O)n(C)c2n1	0.078
Cn1cnnc1SC(C(=O)Nc1cc(Cl)cc(Cl)c1)c1ccccc1 (stereo unspecified)	-0.48
CCOC(=O)c1sc2nc(NC(=O)C3CC3)sc2c1C	-1.1
CN(C)S(=O)(=O)c1cccc(NC(=O)Cn2cnc3ccccc3c2=O)c1	-2.4
O=c1ccc(/C=C/c2ccccc2)nn1Cc1ccc(Cl)cc1Cl	0.58
COc1cccc(C(O)c2nc3ccccc3n2C(C)C)c1 (stereo unspecified)	-1.9
CCOCCCNC(=O)c1ccc2c(c1)OCO2	0.17
O=S(=O)(NCCc1csc(-c2ccccc2)n1)c1ccc2c(c1)OCCO2	-6.2*
CCOC(=O)c1c(CN2CCOCC2)n(-c2ccccc2)c2ccc(O)cc12	-0.0021
CC(OC(=O)c1cc2sccc2n1C)C(=O)NCC1CCCO1 (stereo unspecified)	-0.02
O=C(CSc1nnc(-c2ccccc2)o1)Oc1ccc(Br)cc1	0.58
CCOc1ccc(-c2noc(CCCC(N)=O)n2)cc1OC	0.93
Cn1c(=O)cc(OCC(=O)NCc2cccnc2)c2ccccc21	-0.057
O=c1c2ccc(Cl)cc2nc(-c2cccc(C(F)(F)F)c2)n1O	-5.9*
CC(=O)C[C@H]1c2cc(C(F)(F)F)ccc2S(=O)(=O)N1C1CCCCC1	-1.7
COc1ccc(OC)c(NC(=O)c2ccc(NC(C)=O)cc2)c1	-0.54
COc1cccc(NC(=O)CSc2nnc(Cn3c(=O)sc4ccccc43)n2C)c1	-0.6
O=C(CCC(=O)OCC(=O)c1ccc(F)cc1)NC1CCCCC1	1.2
O=C(CCSCCc1ccccn1)Nc1ccc(Br)cn1	0.085
COc1ccc(OC)c(S(=O)(=O)Nc2c(F)cccc2F)c1	1.4

Taken from above:
Cav32 inh result of O=C(O)C1=C[C@H](c2ccc(C(F)(F)F)cc2)C[C@H](OCc2ccc(CO)cc2)O1 : -1.4
Cav32 inh result of O=S(=O)(NCC1CC1)c1cccc(S(=O)(=O)N2CCCC2)c1 : -1.2
Cav32 inh result of Cn1ccnc1SCC(=O)Nc1ccc(Oc2ccccc2)cc1 : 0.56
Cav32 inh result of CC(C)(C)OC(=O)N1CCC(NC(=O)c2[nH]cnc2C(=O)N[C@@H](Cc2ccccc2)C(=O)OCc2ccccc2)CC1 : 0.54

Further structures.
SMILES	Cav32 inh
CCC(NC(=O)c1cccc(Cn2cc([N+](=O)[O-])cn2)c1)c1ccc(C(C)C)cc1 (stereo unspecified)	-4.3*
O=C(NC1=NCCS1)c1cccc(NC(=O)c2ccco2)c1	0.59
CCC(CO)n1c(SCc2cc(=O)oc3cc(C)ccc23)nc2ccccc2c1=O (stereo unspecified)	-3.5
CC1CN(c2cc(=O)n(-c3ccc(Cl)cc3)c(=O)[nH]2)CC(C)O1 (stereo unspecified)	0.088
C/C=C/COc1nc2c(c(=O)n(C)c(=O)n2C)n1C	0.18
O=C(Nc1nc2nc(-c3ccccc3)cc(-c3ccccc3)n2n1)c1ccco1	-1.1

High-throughput results as filed in PubChem BioAssay.

Not all compounds are listed, so the mix of outcomes need not match the whole.
